Screening data: PubChem, Broad Institute
NSD2 block: inhibitors of human NSD2, primary screen, biochemical, plate reader, single point; Histone-lysine N-methyltransferase NSD2 (Homo sapiens), O96028; NSD2-SET H3K36me1 DELFIA fluorescence; inhibition, % at 12.5 µM; hit rate 0.07% among 44,000; in the data active = inhibition above about 54%, passing the limit was not always enough; inconclusive = no clear call, values can overlap the other calls;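 note: inhibitors reduce the monomethyl H3K36 fluorescence signal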
Target sequence (O96028 whole entry, looked up): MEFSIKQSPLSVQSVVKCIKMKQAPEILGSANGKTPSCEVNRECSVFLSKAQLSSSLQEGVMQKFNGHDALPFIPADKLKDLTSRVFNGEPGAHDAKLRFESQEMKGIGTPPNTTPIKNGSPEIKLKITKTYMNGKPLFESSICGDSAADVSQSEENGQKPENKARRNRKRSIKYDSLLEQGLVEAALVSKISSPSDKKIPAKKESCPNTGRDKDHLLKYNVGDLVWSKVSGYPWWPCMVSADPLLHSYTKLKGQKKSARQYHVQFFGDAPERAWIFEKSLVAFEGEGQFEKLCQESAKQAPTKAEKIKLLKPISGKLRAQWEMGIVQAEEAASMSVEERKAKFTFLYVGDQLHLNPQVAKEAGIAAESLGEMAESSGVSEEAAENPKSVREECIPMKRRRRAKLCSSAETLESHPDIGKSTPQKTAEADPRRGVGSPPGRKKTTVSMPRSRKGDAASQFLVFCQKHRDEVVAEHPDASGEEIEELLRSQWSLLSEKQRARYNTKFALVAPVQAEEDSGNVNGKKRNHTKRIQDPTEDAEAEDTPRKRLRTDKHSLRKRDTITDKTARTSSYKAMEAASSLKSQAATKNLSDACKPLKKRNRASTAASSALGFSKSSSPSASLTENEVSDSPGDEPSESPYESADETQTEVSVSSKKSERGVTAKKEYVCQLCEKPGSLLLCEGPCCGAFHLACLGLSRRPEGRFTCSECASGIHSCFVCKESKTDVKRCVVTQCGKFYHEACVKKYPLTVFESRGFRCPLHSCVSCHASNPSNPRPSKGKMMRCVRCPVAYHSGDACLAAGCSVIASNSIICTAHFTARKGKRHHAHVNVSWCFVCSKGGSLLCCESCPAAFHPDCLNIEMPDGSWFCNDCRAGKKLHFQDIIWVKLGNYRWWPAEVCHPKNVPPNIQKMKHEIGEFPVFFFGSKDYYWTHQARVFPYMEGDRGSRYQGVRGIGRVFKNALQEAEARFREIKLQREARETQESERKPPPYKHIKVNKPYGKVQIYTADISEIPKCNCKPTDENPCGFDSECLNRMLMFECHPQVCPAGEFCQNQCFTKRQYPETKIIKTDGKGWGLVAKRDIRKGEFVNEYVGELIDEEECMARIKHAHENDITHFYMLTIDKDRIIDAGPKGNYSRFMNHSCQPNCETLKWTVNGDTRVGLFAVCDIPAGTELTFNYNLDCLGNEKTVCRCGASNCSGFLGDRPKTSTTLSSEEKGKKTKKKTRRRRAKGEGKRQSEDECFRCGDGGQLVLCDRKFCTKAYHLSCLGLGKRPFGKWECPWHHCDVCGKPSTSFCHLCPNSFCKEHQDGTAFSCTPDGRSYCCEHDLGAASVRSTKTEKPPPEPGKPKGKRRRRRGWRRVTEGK
Numbers without * were called inactive. A portion of the library; rates above refer to the full screens.

What do the screens show for `CCCCNC(=O)c1ccc(C#CC(C)(C)C)c(OC(C)=O)c1`?
NSD2 block: 6.2

What do the screens show for `C[C@H](CO)N1C[C@H](C)[C@@H](CN(C)C(=O)Nc2cc(F)ccc2F)Oc2cc(C#CC3CCCC3)ccc2S1(=O)=O`?
NSD2 block: -6.8

What do the screens show for `C[C@H](CO)N1C[C@H](C)[C@H](CN(C)Cc2ccc(C(F)(F)F)cc2)Oc2ccc(NC(=O)CCCN(C)C)cc2C1=O`?
NSD2 block: 18.0

How did C[C@H](CO)N1C[C@H](C)[C@H](CN(C)CC2CC2)Oc2cc(-c3ccccc3)ccc2S1(=O)=O do in these assays?
NSD2 block: 8.6

How did C[C@H]1CN([C@@H](C)CO)C(=O)Cc2cc(NC(=O)CCCCCC(=O)Nc3ccccc3N)ccc2O[C@@H]1CN(C)Cc1ccc(-c2ccccc2)cc1 do in these assays?
NSD2 block: -0.3

How did C[C@H]1CN([C@@H](C)CO)C(=O)c2cc(C#CC3CCCCC3)cnc2O[C@H]1CN(C)Cc1cncnc1 do in these assays?
NSD2 block: 8.0

Results for Cc1noc(C)c1NC(=O)N(C)C[C@@H]1Oc2ncc(C3=CCCC3)cc2C(=O)N([C@H](C)CO)C[C@@H]1C ?
NSD2 block: -4.0

Results for O=C(C[C@H]1C[C@H]2c3cc(NC(=O)Nc4ccc(C(F)(F)F)cc4)ccc3O[C@H]2[C@H](CO)O1)NCC1CC1 ?
NSD2 block: 3.7

Results for C[C@@H]1CCCCO[C@@H](CN(C)S(=O)(=O)c2ccc(F)cc2)[C@@H](C)CN([C@@H](C)CO)C(=O)c2cc(NS(=O)(=O)c3ccc(F)cc3)ccc2O1 ?
NSD2 block: -2.5

How did Cc1cccc(S(=O)(=O)N(C)C[C@H]2OCc3cn(nn3)CCCC(=O)N([C@@H](C)CO)C[C@H]2C)c1 do in these assays?
NSD2 block: 1.8

Results for C[C@@H]1CN([C@H](C)CO)C(=O)c2cc(NS(=O)(=O)c3ccccc3)ccc2O[C@@H](C)CCCCO[C@H]1CN(C)C(=O)c1ccccc1 ?
NSD2 block: inconclusive

What do the screens show for `Cc1noc(C)c1S(=O)(=O)N(C)C[C@H]1OCCCC[C@H](C)Oc2ccc(NC(=O)Nc3ccccc3)cc2C(=O)N([C@@H](C)CO)C[C@@H]1C`?
NSD2 block: -2.8

What do the screens show for `C[C@@H](O)C#Cc1cnc2c(c1)C(=O)N([C@@H](C)CO)C[C@H](C)[C@@H](CN(C)Cc1cccc(C(=O)O)c1)O2`?
NSD2 block: 5.2

Results for C[C@@H]1CCCCO[C@H](CN(C)C(=O)Nc2cccc3ccccc23)[C@@H](C)CN([C@H](C)CO)C(=O)c2cc(NC(=O)c3ccccc3)ccc2O1 ?
NSD2 block: -3.0

What do the screens show for `CCN(CC)c1ccc(/C=N/NC(=O)c2ccccc2O)c(O)c1`?
NSD2 block: -2.0

How did Clc1nc(NC2CCCCC2)c2cc(Br)ccc2n1 do in these assays?
NSD2 block: 3.9

Results for O=C(C[C@H]1C[C@H]2c3cc(NC(=O)Nc4ccccc4F)ccc3O[C@H]2[C@H](CO)O1)NC1CCCC1 ?
NSD2 block: -3.6

How did Cc1ccc(S(=O)(=O)N(C)C[C@H]2Oc3ccc(NC(=O)CCC(F)(F)F)cc3C(=O)N([C@@H](C)CO)C[C@H]2C)cc1 do in these assays?
NSD2 block: 0.7

What do the screens show for `C[C@H](CO)N1C[C@H](C)[C@@H](CN(C)CC2CCOCC2)Oc2cc(C#C[C@@H](C)O)ccc2S1(=O)=O`?
NSD2 block: 4.5

What do the screens show for `COCC#Cc1cnc2c(c1)C(=O)N([C@H](C)CO)C[C@@H](C)[C@@H](CN(C)C(=O)Nc1c(C)noc1C)O2`?
NSD2 block: 3.2

As a working copy, some entries already given.
What do the screens show for `CCCCNC(=O)c1ccc(C#CC(C)(C)C)c(OC(C)=O)c1`?
NSD2 block: 6.2

What do the screens show for `C[C@H](CO)N1C[C@H](C)[C@@H](CN(C)C(=O)Nc2cc(F)ccc2F)Oc2cc(C#CC3CCCC3)ccc2S1(=O)=O`?
NSD2 block: -6.8

What do the screens show for `C[C@H](CO)N1C[C@H](C)[C@H](CN(C)Cc2ccc(C(F)(F)F)cc2)Oc2ccc(NC(=O)CCCN(C)C)cc2C1=O`?
NSD2 block: 18.0

How did C[C@H](CO)N1C[C@H](C)[C@H](CN(C)CC2CC2)Oc2cc(-c3ccccc3)ccc2S1(=O)=O do in these assays?
NSD2 block: 8.6

How did C[C@H]1CN([C@@H](C)CO)C(=O)Cc2cc(NC(=O)CCCCCC(=O)Nc3ccccc3N)ccc2O[C@@H]1CN(C)Cc1ccc(-c2ccccc2)cc1 do in these assays?
NSD2 block: -0.3

How did C[C@H]1CN([C@@H](C)CO)C(=O)c2cc(C#CC3CCCCC3)cnc2O[C@H]1CN(C)Cc1cncnc1 do in these assays?
NSD2 block: 8.0

Next entries follow.
Results for C[C@@H]1CCCCO[C@@H](CN(C)Cc2ccccc2)[C@@H](C)CN([C@H](C)CO)C(=O)c2cc(NC(=O)CCCCCC(=O)Nc3ccccc3N)ccc2O1 ?
NSD2 block: -4.0

Results for Cc1nc(-c2ccccc2)c(-c2ccncc2)o1 ?
NSD2 block: -4.9

How did C[C@@H]1CN([C@@H](C)CO)C(=O)c2cc(NC(=O)Nc3ccc4c(c3)OCO4)ccc2O[C@@H]1CN(C)CC1CCCCC1 do in these assays?
NSD2 block: -5.0

What do the screens show for `COc1ccc(S(=O)(=O)Nc2ccc3c(c2)C(=O)N([C@@H](C)CO)C[C@H](C)[C@@H](CN(C)C(=O)Nc2ccc4c(c2)OCO4)OCCCC[C@@H](C)O3)cc1`?
NSD2 block: -0.7

What do the screens show for `C[C@@H]1CN([C@@H](C)CO)C(=O)Cc2cc(NC(=O)CCCCCC(=O)Nc3ccccc3N)ccc2O[C@H]1CN(C)S(C)(=O)=O`?
NSD2 block: -0.8

How did C[C@@H]1CN([C@H](C)CO)C(=O)c2cc(C3=CCCCC3)cnc2O[C@H]1CN(C)Cc1ccc(C(=O)O)cc1 do in these assays?
NSD2 block: 3.9

Results for C[C@@H]1CN([C@H](C)CO)S(=O)(=O)c2ccc(C#Cc3ccncc3)cc2O[C@H]1CN(C)S(=O)(=O)c1ccccc1 ?
NSD2 block: -2.3

What do the screens show for `CN(C)C(=O)C[C@@H]1C[C@@H]2c3cc(NS(=O)(=O)c4ccccc4)ccc3O[C@@H]2[C@@H](CO)O1`?
NSD2 block: -3.7

Results for C[C@@H]1CN([C@H](C)CO)S(=O)(=O)c2ccc(-c3ccncc3)cc2O[C@@H]1CN(C)C(=O)c1cccc(F)c1 ?
NSD2 block: 2.5

How did CNC[C@H]1Oc2ncc(C#CC3(O)CCCC3)cc2C(=O)N([C@H](C)CO)C[C@@H]1C do in these assays?
NSD2 block: -1.1

What do the screens show for `C[C@H](CO)N1C[C@H](C)[C@H](CN(C)S(C)(=O)=O)OCCCC[C@H](C)Oc2ccc(N(C)C)cc2C1=O`?
NSD2 block: -3.6

What do the screens show for `C[C@@H]1CN([C@@H](C)CO)C(=O)c2cc(C3=CCCC3)cnc2O[C@@H]1CN(C)C`?
NSD2 block: 13.4

How did C[C@H]1CN([C@@H](C)CO)S(=O)(=O)c2ccc(-c3cccc(C#N)c3)cc2O[C@H]1CN(C)C(=O)c1ccncc1 do in these assays?
NSD2 block: 3.2

Results for Cc1noc(C)c1NC(=O)N(C)C[C@@H]1Oc2c(NS(=O)(=O)c3ccc(F)cc3)cccc2C(=O)N([C@@H](C)CO)C[C@H]1C ?
NSD2 block: 1.7

Results for C[C@@H]1CN([C@@H](C)CO)C(=O)CCCn2nncc2CO[C@@H]1CN(C)C(=O)Nc1ccc(N2CCN(C)CC2)cc1 ?
NSD2 block: 2.1

How did C[C@@H]1CN([C@H](C)CO)C(=O)Cc2cc(NS(=O)(=O)c3ccc(Cl)cc3)ccc2O[C@H]1CN(C)C(=O)Nc1ccc2c(c1)OCO2 do in these assays?
NSD2 block: -0.3

How did Cc1ccc(S(=O)(=O)Nc2ccc3c(c2)C(=O)N([C@@H](C)CO)C[C@@H](C)[C@@H](CN(C)C(=O)C2CCCCC2)OCCCC[C@@H](C)O3)cc1 do in these assays?
NSD2 block: -2.7

Results for COc1cccc(-c2cnc3c(c2)C(=O)N([C@@H](C)CO)C[C@H](C)[C@@H](CN(C)C(=O)CC2CC2)O3)c1 ?
NSD2 block: -4.7

What do the screens show for `O=C(N/N=C/c1ccc([N+](=O)[O-])o1)c1ccc(O)cc1`?
NSD2 block: -0.8

Results for O=C(C[C@@H]1C[C@H]2c3cc(NC(=O)C4CCC4)ccc3O[C@H]2[C@H](CO)O1)NCc1cccnc1 ?
NSD2 block: -4.4

How did COCC(=O)N(C)C[C@@H]1Oc2ncc(/C=C/c3ccccc3)cc2C(=O)N([C@H](C)CO)C[C@H]1C do in these assays?
NSD2 block: -9.8

Results for Cn1cnc(S(=O)(=O)N[C@H]2CC[C@H](CC(=O)N3CCN(c4ccccc4)CC3)O[C@H]2CO)c1 ?
NSD2 block: 3.5

How did C[C@H]1CN([C@@H](C)CO)C(=O)Cc2cc(NS(=O)(=O)c3cccs3)ccc2O[C@@H]1CN(C)Cc1ccccc1 do in these assays?
NSD2 block: -2.8

Results for C[C@@H]1CCCCO[C@@H](CN(C)Cc2ccc(C(=O)O)cc2)[C@H](C)CN([C@H](C)CO)C(=O)c2cc(NC(=O)Cc3ccccc3)ccc2O1 ?
NSD2 block: -1.1

Results for COc1ccc(S(=O)(=O)Nc2ccc3c(c2)CC(=O)N([C@H](C)CO)C[C@H](C)[C@H](CN(C)Cc2ccc(C(F)(F)F)cc2)O3)cc1 ?
NSD2 block: 0.4

What do the screens show for `Cc1noc(C)c1NC(=O)N(C)C[C@H]1OCCCC[C@@H](C)Oc2ccc(NC(=O)Nc3cccc4ccccc34)cc2C(=O)N([C@H](C)CO)C[C@@H]1C`?
NSD2 block: -0.5

How did CNC[C@@H]1Oc2ccc(NC(=O)Nc3cccc4ccccc34)cc2CC(=O)N([C@H](C)CO)C[C@@H]1C do in these assays?
NSD2 block: -33.0

Results for [N-]=[N+]=NC[C@@H](Cc1ccccc1)NC(=O)Nc1ccccc1 ?
NSD2 block: 1.9

How did CC(C)[C@@H]1CC[C@@]2(C)CCC[C@@](C)(O)[C@@H]2[C@H]1OC(=O)/C=C/c1ccccc1 do in these assays?
NSD2 block: 0.5

What do the screens show for `COc1ccc(NC(=O)Nc2ccc3c(c2)[C@@H]2C[C@H](CC(=O)NC4CCCCC4)O[C@H](CO)[C@@H]2O3)cc1`?
NSD2 block: 8.6

Results for COc1ccc(NC(=O)N(C)C[C@@H]2Oc3ccc(NS(=O)(=O)c4cccs4)cc3C(=O)N([C@@H](C)CO)C[C@@H]2C)cc1 ?
NSD2 block: 8.6

Results for COC1=CC(=O)CC(C)C12Oc1cc(OC)cc(OC)c1C2=O (stereo unspecified) ?
NSD2 block: 5.9

What do the screens show for `O=c1sc(N2CCN(C3CCCCC3)CC2)nc2ccsc12`?
NSD2 block: 5.8

How did Cc1ccc(S(=O)(=O)Nc2ccc3c(c2)C(=O)N([C@H](C)CO)C[C@@H](C)[C@@H](CN(C)S(C)(=O)=O)O3)cc1 do in these assays?
NSD2 block: 0.4

How did CC(=O)N(C)C[C@@H]1Oc2cc(C#CCC(C)C)ccc2S(=O)(=O)N([C@H](C)CO)C[C@@H]1C do in these assays?
NSD2 block: -7.7

What do the screens show for `C[C@H]1CN([C@@H](C)CO)C(=O)c2cc(NC(=O)Cc3ccccc3)ccc2O[C@@H]1CN(C)CC1CCCCC1`?
NSD2 block: 2.1

How did COCC#Cc1ccc2c(c1)O[C@H](CN(C)Cc1cccnc1)[C@H](C)CN([C@@H](C)CO)S2(=O)=O do in these assays?
NSD2 block: 5.3

What do the screens show for `C[C@@H]1CN([C@H](C)CO)C(=O)c2cccc(NC(=O)c3cnccn3)c2O[C@@H]1CN(C)CC1CCCCC1`?
NSD2 block: -1.9

What do the screens show for `FC(F)(F)c1cccc(-n2c(-c3ccncc3)n[nH]c2=S)c1`?
NSD2 block: 1.5

How did CC(C)=CCC[C@H](C)C/C=N/NC(=O)CCCCCC(=O)NO do in these assays?
NSD2 block: 3.7

Results for C[C@H]1CN([C@@H](C)CO)C(=O)Cc2cc(NC(=O)Nc3ccc(C(F)(F)F)cc3)ccc2O[C@H]1CN(C)Cc1ccc(C(=O)O)cc1 ?
NSD2 block: -2.4

Results for C[C@@H]1CN([C@@H](C)CO)C(=O)c2cc(C#Cc3ccncc3)cnc2O[C@H]1CN(C)CC1CCCC1 ?
NSD2 block: -1.6

How did C[C@H](CO)N1C[C@H](C)[C@@H](CN(C)C(=O)Nc2ccc3c(c2)OCO3)Oc2ccc(NC(=O)Nc3ccc4c(c3)OCO4)cc2C1=O do in these assays?
NSD2 block: -2.3

What do the screens show for `C[C@H]1CN([C@@H](C)CO)C(=O)c2cc(NC(=O)Nc3cccc4ccccc34)ccc2O[C@H]1CN(C)S(=O)(=O)c1cn(C)cn1`?
NSD2 block: -2.2

How did C[C@H](CO)N1C[C@H](C)[C@@H](CN(C)C(=O)Cc2ccccc2)Oc2cc(-c3ccccc3)ccc2S1(=O)=O do in these assays?
NSD2 block: 5.2

What do the screens show for `O=C(NCC1CCNCC1)/C(=N/O)c1ccccc1`?
NSD2 block: -5.8

What do the screens show for `Cc1noc(C)c1NC(=O)N(C)C[C@@H]1Oc2ccc(NS(=O)(=O)c3cn(C)cn3)cc2C(=O)N([C@@H](C)CO)C[C@@H]1C`?
NSD2 block: -3.7

How did C[C@H](CO)N1C[C@H](C)[C@@H](CN(C)Cc2ccc(Oc3ccccc3)cc2)Oc2ccc(NS(=O)(=O)c3ccc(Cl)cc3)cc2CC1=O do in these assays?
NSD2 block: -2.2

Results for CCCNC(=O)C[C@@H]1C[C@@H]2c3cc(NC(=O)Nc4ccc(OC)cc4)ccc3O[C@@H]2[C@@H](CO)O1 ?
NSD2 block: -1.7

What do the screens show for `O=C(N=NC=C1C=CN(O)C=C1)c1ccccc1O`?
NSD2 block: 1.5

How did Cc1noc(C)c1NC(=O)Nc1ccc2c(c1)C(=O)N([C@H](C)CO)C[C@H](C)[C@H](CN(C)C(=O)NC(C)C)O2 do in these assays?
NSD2 block: 1.4

Results for C[C@@H]1CN([C@@H](C)CO)C(=O)Cc2cc(N(C)C)ccc2O[C@H]1CN(C)S(=O)(=O)c1cccs1 ?
NSD2 block: -12.2
